Calpain2 inh: inhibitors of pig calpain II, primary screen, biochemical, fluorogenic peptide substrate, 1536-well. actives 0.37% (n = 220,000). purified calpain II, 30 min. inhibition, % at 16 µM;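 active means inhibition above about 50%, limit read from the data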
Tb hexokinase: Trypanosoma brucei hexokinase 1 inhibitors, primary screen, biochemical, G6PDH-coupled NADH absorbance, MLSCN library. recombinant TbHK1, G6PDH-coupled NADH A340. hexokinase 1 [Trypanosoma brucei]. actives 0.11% (n = 220,000). AID 1430, 2008. inhibition, % at 10 µM;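 active means inhibition of 50% or more in the single-dose primary screen; inactive means inhibition below 50%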
PPC-1+TRAIL kill: compounds killing PPC-1 cancer cells with TRAIL present, primary screen, TRAIL potentiator project, ATPLite luminescence, uHTS; actives 0.41% (n = 220,000); cell killing (% activity), % at 4 µM; PPC-1 cells + TRAIL, ATPLite viability luminescence;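 active means cell killing above 50% in the first pass at 4 µM, then a duplicate retest at 5 µM averaging 50% or more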;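 further: plate controls were cells with TRAIL plus DMSO for no effect and medium-only wells lacking cells for full effect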
Thrombin inh: human alpha-thrombin inhibitors, primary screen, counter-screen for coagulation protease inhibitor project, biochemical, 1536-well, fluorogenic AMC substrate; actives 0.26% (n = 220,000); Prothrombin (Homo sapiens), P00734; Boc-VPR-AMC fluorogenic substrate cleavage; inhibition, % at 5 µM;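 active means inhibition at or above 40%; inactive means inhibition below 40%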;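 further: 0% = enzyme with no compound and 100% = wells without enzyme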
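Material: human alpha-thrombin protein. Incubation: reaction at ambient temperature. Technique: fluorescence of released AMC, ex 355 nm, em 460 nm. Control set: no-compound enzyme wells and no-enzyme blanks. Also added: Boc-VPR-AMC substrate, 15 µM final. Buffer or medium: pH 7.5 Tris (50 mM) with NaCl 150 mM, Tween 20 0.05%.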
EBV gp42 inh: Epstein-Barr virus gp42 inhibitors, primary screen, biochemical, uHTS, fluorescence polarization; Glycoprotein 42 (Epstein-Barr virus (strain AG876)), Q1HVG2; Fluorescence polarization binding assay, mP read-out; inhibition, % (tested at 21.74 µM); actives 0.42% (n = 220,000); AID 1085, 2008; in the data active means inhibition above about 50%
zfTRPN1 agonist: zebrafish TRPN1 channel agonists, primary screen, cell-based, HEK293, calcium fluorescence; activation, % at 3 µM; transient receptor potential cation channel N1 (TRPN1/NompC), Danio rerio; HEK293 zebrafish TRPN1-YFP, Fluo-8 calcium fluorescence; 100% = response to 87 µM carbachol; actives 0.18% (n = 220,000);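 active means activation above its plate's cutoff, the mean activation of test wells on that plate plus 3 SD, cut at about 19% in these data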;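 further: 0% = DMSO alone and 100% = 87 µM carbachol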
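Material: zebrafish TRPN1-YFP in HEK293 cells. Doses: one dose of 3 µM, 0.3% DMSO. Incubation: dye 1 h 37 °C plus 30 min RT. Measured by: intracellular calcium fluorescence with Fluo-8.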
KCC2 mod: KCC2 cotransporter modulators, thallium flux, primary screen, cell-based, HEK293 KCC2, FluoZin-2 fluorescence, MLSMR; KCC2 cells, thallium flux FluoZin-2 fluorescence; B-score of Tl+ flux slope (higher = more flux/activation; lower = inhibition) at 10 µM; actives 2.2% (n = 190,000); AID 1456, 2008;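 active means thallium flux slope and its plate-corrected score both differing from the plate sample mean at a set confidence after two filtering rounds, in either direction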;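 further: slope of fluorescence scaled to starting intensity during 10 to 20 s after thallium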
Target sequence (Q9H2X9 whole entry, looked up): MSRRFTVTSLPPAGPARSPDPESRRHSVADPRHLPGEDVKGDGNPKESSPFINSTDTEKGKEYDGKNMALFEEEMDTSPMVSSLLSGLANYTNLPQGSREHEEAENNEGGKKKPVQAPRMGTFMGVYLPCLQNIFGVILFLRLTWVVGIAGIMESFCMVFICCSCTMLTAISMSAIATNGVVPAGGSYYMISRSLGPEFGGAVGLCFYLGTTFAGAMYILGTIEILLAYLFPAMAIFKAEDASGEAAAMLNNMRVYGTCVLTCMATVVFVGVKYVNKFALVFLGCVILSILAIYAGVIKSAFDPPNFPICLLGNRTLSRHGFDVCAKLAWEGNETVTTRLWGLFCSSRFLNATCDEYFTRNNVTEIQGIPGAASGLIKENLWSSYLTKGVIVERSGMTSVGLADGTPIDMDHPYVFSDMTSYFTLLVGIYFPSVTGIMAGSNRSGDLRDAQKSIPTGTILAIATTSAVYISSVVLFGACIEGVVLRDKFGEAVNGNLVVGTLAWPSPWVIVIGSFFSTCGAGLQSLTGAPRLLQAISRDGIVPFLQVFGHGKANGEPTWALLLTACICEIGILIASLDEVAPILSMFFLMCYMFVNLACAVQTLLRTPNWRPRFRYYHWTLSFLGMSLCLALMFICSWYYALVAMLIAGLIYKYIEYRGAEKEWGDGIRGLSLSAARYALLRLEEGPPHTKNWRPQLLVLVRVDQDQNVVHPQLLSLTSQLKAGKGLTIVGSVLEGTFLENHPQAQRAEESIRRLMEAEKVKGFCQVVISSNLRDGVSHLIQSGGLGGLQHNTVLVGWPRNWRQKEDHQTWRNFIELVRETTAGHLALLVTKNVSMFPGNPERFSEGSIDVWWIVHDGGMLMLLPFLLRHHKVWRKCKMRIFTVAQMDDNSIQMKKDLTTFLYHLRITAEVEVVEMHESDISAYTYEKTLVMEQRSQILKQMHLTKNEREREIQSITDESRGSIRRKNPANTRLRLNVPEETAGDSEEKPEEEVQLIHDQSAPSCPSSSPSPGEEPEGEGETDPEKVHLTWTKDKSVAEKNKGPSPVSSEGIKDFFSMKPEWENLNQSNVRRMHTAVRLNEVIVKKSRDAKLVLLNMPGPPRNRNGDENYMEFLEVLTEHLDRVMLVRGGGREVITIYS
Furin inh: human furin inhibitors, primary screen, biochemical, fluorescence intensity; inhibition, % at 30 µM; actives 0.061% (n = 220,000); P09958; purified furin, fluorogenic substrate cleavage; in the data active means inhibition above about 25%; further: inactives centre near -15
TRPML3 ag: human TRPML3 channel agonists, primary screen, cell-based, HEK293 TRPML3-YFP, Fluo-8 calcium fluorescence, 3 µM; Mucolipin-3 (Homo sapiens), Q8TDD5; 100% = the carbachol control signal; activation, % at 3 µM; actives 0.29% (n = 220,000);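 active means activation above its plate's cutoff, the mean activation of the plate's test wells plus 3 SD, cut at about 12% in these data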;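 further: 0% = DMSO only wells and 100% = carbachol wells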
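Test system: HEK293 cells stably carrying human TRPML3-YFP; Doses: single dose, 3 µM final nominal compound, 0.3% DMSO final; Schedule: dye loading 1 h 37 °C then 30 min ambient, 125 s read; Technique: Fluo-8 calcium fluorescence; Benchmarks: high control carbachol 87 µM, low control DMSO.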
Numbers without * were called inactive; / = not tested or not shown; [ ] = remark or other dose.

item	canonical_smiles	Calpain2 inh	EBV gp42 inh	Tb hexokinase	Thrombin inh	zfTRPN1 agonist	PPC-1+TRAIL kill	TRPML3 ag	KCC2 mod	Furin inh
1	CCCNC(=O)c1c(NC(=O)C2COc3ccccc3O2)sc2c1CCCC2 (stereo not drawn)	-4	-15	10	2	-0.1	3	0.9	0.63	-9[20 µM]
2	NNc1ccccc1C(F)(F)F	7	-10	0	-4	0.0	4	0.7	0.39	-16
3	COc1ccc(CN2C(=O)c3ccccc3C2=O)cc1C(=O)Nc1ccccc1N1CCOCC1	-60	-8	3	-6	0.0	20	-0.1	-0.54	-28
4	CCn1c(SCC(=O)N2CCC(C)CC2)nnc1-c1ccc(S(=O)(=O)N2CCN(C)CC2)cc1	-31	-21	-8	-2	-1.2	10	0.5	/	-22[20 µM]
5	Cc1ccc(NC(=O)N2CCN(C)CC2)cc1NC(=O)N1CCN(C)CC1	13	-5	0	4	1.1	-1	0.0	-0.53	-16
6	Cc1cc(C)nc(NS(=O)(=O)c2ccc(NC(=O)CSc3ncn[nH]3)cc2)n1	23	-3	3	/	0.8	-12	1.0	0.84	-3
7	CCCCN(C(=O)Cn1ncc(Cl)c(Cl)c1=O)c1c(N)n(CC(C)C)c(=O)[nH]c1=O	-17	23	-3	-2	1.5	7	0.0	1	-33
8	Cn1cc2ccc([N+](=O)[O-])cc2n1	-19	-9	-15	-3	0.0	0	0.3	0.86	-11
9	CC(C)(C)c1cc[n+](C2=C([O-])c3ccccc3C(=O)/C2=N\S(=O)(=O)c2ccccc2)cc1	22	3	-12	2	1.8	9	0.9	2.3	-19
10	c1ccc2c3c(c(CN4CCCCC4)cc2c1)COC3	3	-16	-7	0	1.2	26	1.7	0.54	-29
11	O=S(=O)(c1c(F)cccc1F)N1CCN(C(=S)NCc2ccc3c(c2)OCO3)CC1	24	-17	1	-7	0.4	3	0.7	-0.67	-26
12	Cn1c(NC(=O)c2cccc(Cn3cc(Cl)cn3)c2)nc2ccccc21	-95	-26	6	-2	1.1	4	0.8	-0.018	-12[20 µM]
13	Cc1ccc(C(=O)Nc2ccc3[nH]c(=O)[nH]c3c2)c(C)c1	10	-11	-3	0	0.6	20	0.6	-0.13	-22
14	C=CCNC(=O)CC(=O)N/N=C/c1ccccc1F	-24	-30	-4	1	1.1	15	-0.3	-0.0064	-19[20 µM]
15	O=C(Nc1cc2c(oc1=O)CCCC2=O)c1cccc(Cl)c1	-26	-1	-14	-1	0.9	16	-0.6	0.7	-16[20 µM]
16	Cc1nn(-c2ccccc2)c(Cl)c1C(=O)OC(C)C(=O)NC(=O)NC1CCCCC1 (stereo not drawn)	-49	-13	-3	-5	-0.1	-9	0.0	-0.93	-20[20 µM]
17	Cc1ccc2c(c1)-c1ncc(C(=O)c3cc(Br)ccc3O)cc1CO2	8	-2	-1	-4	-1.4	19	0.5	0.95	-11
18	CCCCOn1c(C)c(C(=O)OCC)c2c3nonc3ccc21	/	/	-1	/	-1.0	/	-0.2	-3.5*	-16[20 µM]
19	C=CCOc1ccc(NC(=O)C2CC(=O)N(C(C)C)C2)cc1 (stereo not drawn)	-8	-8	7	-2	0.0	1	0.1	-0.12	-15
20	CC1CCc2sc(C(=O)Nc3ccc(C(N)=O)cc3)cc2C1 (stereo not drawn)	-3	-10	-14	-7	-2.0	13	-0.7	0.038	-22
21	CCOC(=O)CCCOC(=O)c1ccc(S(=O)(=O)N(C)C)cc1	-9	-24	0	2	1.3	26	0.9	0.088	-14[20 µM]
22	CC(C)c1ccc(/C=C/C(=O)NC2=NCCS2)cc1	-5	23	-23	-6	4.3	39	1.7	0.84	-5[20 µM]
23	CCn1nc([N+](=O)[O-])c2c(-c3nc4ccccc4o3)c(N)n(CCCOC)c2c1=O	-35	-8	-8	-7	1.4	-4	1.6	1.4	-31
24	Cc1cc(=O)[nH]c(SCC(=O)NC(C)C2CC3CCC2C3)c1C#N (stereo not drawn)	10	-6	-2	-5	2.1	11	1.8	0.35	-10
25	O=C(CCNc1n[nH]c(=O)[nH]c1=O)N/N=C\c1cccc(OCc2ccccc2)c1	-19	5	-9	-3	-0.7	14	0.6	-0.93	-12

The list goes on, overlapping the part above by 3 compounds.
item	canonical_smiles	Calpain2 inh	EBV gp42 inh	Tb hexokinase	Thrombin inh	zfTRPN1 agonist	PPC-1+TRAIL kill	TRPML3 ag	KCC2 mod	Furin inh
23	CCn1nc([N+](=O)[O-])c2c(-c3nc4ccccc4o3)c(N)n(CCCOC)c2c1=O	-35	-8	-8	-7	1.4	-4	1.6	1.4	-31
24	Cc1cc(=O)[nH]c(SCC(=O)NC(C)C2CC3CCC2C3)c1C#N (stereo not drawn)	10	-6	-2	-5	2.1	11	1.8	0.35	-10
25	O=C(CCNc1n[nH]c(=O)[nH]c1=O)N/N=C\c1cccc(OCc2ccccc2)c1	-19	5	-9	-3	-0.7	14	0.6	-0.93	-12
26	COC(=O)c1sc(=S)n(-c2cccc(Cl)c2)c1N	-13	-10	-3	-16	0.1	-6	-0.2	/	-11
27	CCOC(=O)c1c(-c2cccc([N+](=O)[O-])c2)csc1N	3	-10	2	-1	-3.2	8	-1.2	-3	-15
28	O=C(CSc1nnc(-c2ccco2)n1CC1CCCO1)N1CCCCC1 (stereo not drawn)	-20	-6	4	4	0.6	4	1.4	-0.2	-4[20 µM]
29	CC(C)c1ccc(NC(=S)NC2CC3C=CC2C3)cc1 (stereo not drawn)	48	-13	4	-9	1.7	6	-0.1	0.1	-9
30	O=C1CCCN1CC(O)CS(=O)(=O)c1ccccc1 (stereo not drawn)	-21	-8	-6	-2	-0.1	34	1.1	-0.2	-17[20 µM]
31	Cc1ccsc1C(=O)OCC(=O)NCC1CCCO1 (stereo not drawn)	-52	-8	3	2	0.3	11	0.8	0.41	-24
32	Cc1ccc(S(=O)(=O)Nc2ccccc2-c2ccccc2)cc1	24	-6	8	10	-1.2	2	91*	0.13	1
33	CC(=O)c1cc(N2CCC(C(=O)O)CC2)ccc1[N+](=O)[O-]	9	-8	-4	-5	-2.1	-17	1.1	0.96	-4
34	CCO[C@@H]1OC(C(=O)N2CCOCC2)=C[C@H](c2coc3ccccc3c2=O)[C@H]1CCCO	17	-8	-10	-5	-1.6	7	0.6	1.2	-22
35	c1ccc(CCNc2nc(-c3cccnc3)cs2)cc1	1	-8	1	-5	0.2	-6	0.3	/	-12[20 µM]
36	O=S(=O)(c1ccc2ccccc2c1)N1CCCOC1	-39	-9	-2	-16	-0.3	3	0.7	-0.037	-18
37	c1csc(-c2nnc3ccccn23)c1	-50	-1	5	4	0.6	7	0.9	0.54	-12[20 µM]
38	C/C(=N\NC(=O)c1cc(-c2cccc([N+](=O)[O-])c2)n[nH]1)c1ccccc1O	-38	-149	-1	-16	1.7	1	0.2	-1	-21
39	CC(=O)c1cc(-c2ccccc2)n(CCC(=O)NC2CCC(C)CC2)c1C (stereo not drawn)	14	-59	1	-7	-0.5	-7	-0.8	0.45	-20
40	COc1ccccc1NC(=O)C1CCCCN1S(=O)(=O)c1ccc(F)cc1 (stereo not drawn)	8	-5	2	0	-0.1	13	0.3	-0.28	-7
41	N#CC(c1ccc(Cl)cc1)(c1ncc(C(F)(F)F)cc1Cl)N1CCOCC1 (stereo not drawn)	33	2	-2	5	-0.3	11	0.5	/	-22[20 µM]
42	COc1ccc(N2CCN(CC(=O)c3c[nH]c4ccccc34)CC2)cc1	0	-9	-3	-1	-0.2	6	1.9	0.35	-21
43	Cc1cc(NC(=O)COC(=O)C2CCN(C(=O)c3ccc(Cl)cc3)CC2)no1	30	-9	6	0	0.2	11	-0.1	-0.31	-25
44	Nc1nnnn1/N=C/c1cccs1	3	2	-15	-1	-0.2	-5	0.4	0.0082	-21
45	CCCC(=O)Nc1c(-c2ccccc2)c(=O)c(C)nn1-c1ccc(Cl)cc1	17	-22	0	-9	-1.2	6	-0.1	0.58	-14
46	CCCCCc1cc(=O)oc2c(C(CCN3CCCCC3)c3ccc(OC)cc3)c(OC)cc(OC)c12 (stereo not drawn)	-27	-13	-2	-2	/	-1	/	-0.09	-24
47	CCn1c(COc2ccc(=O)n(-c3ccccc3)n2)nnc1SC	20	-6	0	-21	0.2	17	0.8	0.79	-19
48	O=C(c1nc2ccccn2c1CNCCCn1ncc2ccccc21)N1CCOCC1	-7	-13	-15	-2	0.8	20	1.4	1.6	-17
49	COc1ccc(C(=O)O)cc1S(=O)(=O)NCCc1ccccn1	0	-23	-13	0	-0.3	14	0.4	-0.22	-13
50	CCOc1cnn(-c2cc(Oc3ccc(C)cc3)ncn2)c(=O)c1Cl	3	-1	-15	-4	0.3	-16	-0.1	-1	-10[20 µM]
51	C=CCNc1nc(Nc2ccc(OC)cc2OC)nc(OCC)n1	-1	-5	1	0	-1.4	4	-0.6	0.33	-14[20 µM]
52	CN(C)c1nc(N(C)C)n(C(=O)c2ccc(F)cc2)n1	6	-1	-3	-3	0.6	6	0.8	0.083	-10
53	CCOc1cc(C)c(Cl)cc1S(=O)(=O)NCc1ccco1	17	0	2	-5	-0.7	3	1.2	-1.2	-9[20 µM]

Entries of single compounds as entered above.
Entry for CCOc1cc(C)c(Cl)cc1S(=O)(=O)NCc1ccco1 → Calpain2 inh = 17; EBV gp42 inh = 0; Tb hexokinase = 2; Thrombin inh = -5; zfTRPN1 agonist = -0.7; PPC-1+TRAIL kill = 3; TRPML3 ag = 1.2; KCC2 mod = -1.2; Furin inh = -9[20 µM]
Entry for CCn1nc([N+](=O)[O-])c2c(-c3nc4ccccc4o3)c(N)n(CCCOC)c2c1=O → Calpain2 inh = -35; EBV gp42 inh = -8; Tb hexokinase = -8; Thrombin inh = -7; zfTRPN1 agonist = 1.4; PPC-1+TRAIL kill = -4; TRPML3 ag = 1.6; KCC2 mod = 1.4; Furin inh = -31

Reformatted with values under each structure: entries from further up.
Each structure is followed by: Calpain2 inh, EBV gp42 inh, Tb hexokinase, Thrombin inh, zfTRPN1 agonist, PPC-1+TRAIL kill, TRPML3 ag, KCC2 mod, Furin inh
#30 O=C1CCCN1CC(O)CS(=O)(=O)c1ccccc1 (stereo not drawn)
    -21, -8, -6, -2, -0.1, 34, 1.1, -0.2, -17[20 µM]
#31 Cc1ccsc1C(=O)OCC(=O)NCC1CCCO1 (stereo not drawn)
    -52, -8, 3, 2, 0.3, 11, 0.8, 0.41, -24
